High-throughput results deposited in PubChem BioAssay by Broad Institute.
PglD DTNB – inhibitors of Campylobacter jejuni PglD acetyltransferase; purified PglD enzyme, DTNB colorimetric CoA detection; AID 602405; inhibition, % at 12.5 µM; 360,000 compounds, 0.098% hits; in the data active = inhibition above about 16%, passing the limit was not always enough; inconclusive = no clear call, values can overlap the other calls; also: strong numbers were not always called active
Casp6 inh – blocks human caspase-6 cleavage activity | P55212 | purified caspase-6, Z-VEID-R110 cleavage fluorescence | inhibition, % at 12.5 µM | 350,000 compounds, 0.53% hits;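 active = mean inhibition across replicates at least about 35%, with every replicate also reaching that limit, limit read from the data; inconclusive = only one of the two criteria met; inactive = neither criterion met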;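 also: 0% = median of neutral control wells and 100% = no fluorescence left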
Target sequence (P55212 24-179 limits assumed): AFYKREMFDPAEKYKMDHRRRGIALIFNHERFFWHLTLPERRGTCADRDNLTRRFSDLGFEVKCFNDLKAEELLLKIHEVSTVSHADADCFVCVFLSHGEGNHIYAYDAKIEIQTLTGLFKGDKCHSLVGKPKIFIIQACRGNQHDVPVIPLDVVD
Target sequence (P55212 194-293 limits assumed): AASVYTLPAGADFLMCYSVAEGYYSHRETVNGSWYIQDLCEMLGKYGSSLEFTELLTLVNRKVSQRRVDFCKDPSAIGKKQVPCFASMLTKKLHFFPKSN
RAD52 inh – RAD52 (human) annealing inhibition; P43351; recombinant RAD52 DNA annealing, FRET fluorescence; inhibition, % at 18.7 µM; 360,000 compounds, 0.46% hits;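 active = every replicate showing at least 50% inhibition; inconclusive = mean inhibition at least 50% but not in every replicate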
esBAF inh – SWI/SNF esBAF complex inhibition | mouse ES cells, Bmi1-luciferase knock-in reporter, 24 h; 100% = twice the neutral-well signal | reporter increase, % at 12.5 µM | 350,000 compounds, 2% hits | AID 602393; in the data active = activation above about 40%; inconclusive = no clear call, values can overlap the other calls;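 also: 0% = median of the plate's neutral control wells and 100% = double that signal; a rise in the Bmi1 reporter signal indicates esBAF inhibition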
ERp5 inh – blocks human ERp5 reductase activity on insulin. Q15084. ERp5 insulin aggregation, absorbance 650 nm, 90 min. inhibition, % at 9.99 µM. 350,000 compounds, 0.05% hits. AID 651711;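 active = mean replicate inhibition above about 25%, with every replicate also reaching it, limit read from the data, passing the limit was not always enough; inconclusive = only one of those two criteria met; inactive = neither criterion met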
Target sequence (Q15084 whole entry, looked up): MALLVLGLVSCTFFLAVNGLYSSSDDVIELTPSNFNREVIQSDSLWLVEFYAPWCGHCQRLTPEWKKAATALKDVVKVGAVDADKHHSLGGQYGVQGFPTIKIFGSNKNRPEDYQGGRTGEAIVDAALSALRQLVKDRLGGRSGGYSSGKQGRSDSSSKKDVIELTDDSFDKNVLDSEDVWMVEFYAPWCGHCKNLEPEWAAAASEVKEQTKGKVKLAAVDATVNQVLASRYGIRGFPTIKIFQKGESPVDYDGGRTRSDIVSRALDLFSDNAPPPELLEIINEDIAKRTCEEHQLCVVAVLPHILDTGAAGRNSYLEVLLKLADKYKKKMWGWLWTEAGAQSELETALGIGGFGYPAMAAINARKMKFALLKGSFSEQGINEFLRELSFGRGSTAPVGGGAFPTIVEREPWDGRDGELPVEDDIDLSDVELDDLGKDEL
RAD54 inh – inhibitors of human RAD54 branch migration; inhibition, % at 10.4 µM; Q92698; AID 602329; RAD54 Holliday junction branch migration, FAM/BHQ fluorescence; 360,000 compounds, 0.14% hits;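 active = mean normalized replicate activity at least 40 and at least half of replicates scoring 40 or more; inconclusive = only one of the two criteria met; inactive = mean below 40 and under half of replicates reaching 40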;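 also: 0% = median of neutral control wells and 100% = median of positive control wells; inhibitors cause a drop in the FAM fluorescence signal; in these data hits start at about 50%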
ARNT-TACC3 inh – ARNT/TACC3 interaction disruption; AlphaScreen His-ARNT PAS-B/GST-TACC3 binding, luminescence; TACC3 fragment carries E629A point mutation; inhibition, % at 9.99 µM; Q9Y6A5; 390,000 compounds, 0.66% hits;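 active = mean inhibition of replicates at least 50% and at least half of replicates each reaching 50%; inconclusive = half or more replicates reach 50% but mean below 50%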;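 also: 0% = complete ARNT plus TACC3 wells and 100% = ARNT alone without TACC3; many hits fall short of the cut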
E-selectin induc – induces E-selectin expression in human endothelial cells | P16581 | HUVEC E-selectin immunofluorescence imaging; normalized: neutral wells 0, TNF-alpha wells 100 | activation, % at 7.58 µM | 260,000 compounds, 0.37% hits | AID 686992;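 active = mean E-selectin-positive cell signal at least 10% of the positive control, reached in at least 60% of replicates, without over 20% cell loss; inconclusive = no rule given, readout overlaps actives, possibly toxicity-flagged; inactive = the rest, including those meeting only one limit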;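 also: in these data hits start at about 27%; measured in HUVEC primary endothelial cells; signal is the percent of cells scored E-selectin positive by PE staining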
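Assay system: HUVEC, human umbilical vein endothelial cells / Amount: 3,000 HUVEC/well / Controls: TNF-alpha positive control, DMSO neutral control / Compound dosing: single concentration / Medium: EGM-2 over gelatin coat / Evaluation: percent E-selectin-positive cells / Signal: immunofluorescence imaging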
Active calls of the source: *; ? = inconclusive; nt = no result given.

SMILES	PglD DTNB	Casp6 inh	RAD52 inh	esBAF inh	ERp5 inh	RAD54 inh	ARNT-TACC3 inh	E-selectin induc
O=C(Nc1ccc(S(=O)(=O)N2CCOCC2)cc1)c1ccco1	1	nt	nt	4	nt	3	-1	nt
Cn1cccc1CC(=O)N/N=C\c1c2ccccc2cc2ccccc12	0	nt	nt	4	nt	0	4	nt
O=C(NN=C1CCCCCCCCCCC1)c1cccnc1	nt	1	-19	nt	5	nt	-4	2.6
O=C(NCc1ccncc1)Nc1ccc2c(c1)OCO2	nt	0	-2	nt	-5	nt	nt	-0.1
CC(=O)Nc1ccc(S(=O)(=O)N(CC(=O)Nc2cc(C)on2)Cc2ccc(F)cc2)cc1	nt	1	-1	nt	0	nt	-3	1.1
Cc1ccc(NC(=S)Nc2ccccn2)c(C)c1	nt	-4	-2	nt	6	nt	7	1.4
O=C(NCC(=O)N1CCC(Cc2ccccc2)CC1)c1ccc(Cl)cc1	2	2	-4	nt	8	-6	1	0.4
CCCCn1c(N)c(N(CC)C(=O)c2cccc(OC)c2)c(=O)[nH]c1=O	nt	-5	-12	nt	2	nt	6	4.4
CCCn1c(N)c(C(=O)CSc2nc3ncc(Cl)cc3[nH]2)c(=O)n(C)c1=O	-3	0	-21	-5	-5	7	1	nt
Cc1cccc(OCC(=O)Nc2ccc(S(=O)(=O)N3CCCC3)cc2)c1	6	nt	nt	3	nt	3	-6	nt
COc1ccc(C/C(O)=C(\C#N)c2nc3ccccc3s2)cc1	-4	nt	nt	7	nt	-3	0	nt
CCOc1ccc(S(=O)(=O)NCCC(=O)NCCOc2ccccc2OC)cc1	3	-6	-6	-4	7	-2	-11	-0.1
C[C@@H]1CN([C@H](C)CO)C(=O)c2cccc(NS(=O)(=O)c3ccc(Cl)cc3)c2O[C@H]1CN(C)Cc1ccc(C(=O)Nc2ccccc2N)cc1	nt	-3	6	nt	2	nt	nt	2.9
Cc1ccccc1-c1nc(NC(C)C)nc2ccsc12	11	0	6	-2	0	-7	nt	0.1
CCCCCCCCN1CC(Cc2cc3ccccc3c3ccccc23)N(c2ccccc2)c2ccccc2C1=O (centres undefined)	nt	8	-17	nt	-1	nt	nt	6.5
C[C@@H]1CCCCO[C@H](CN(C)C(=O)Nc2cccc3ccccc23)[C@@H](C)CN([C@H](C)CO)C(=O)c2cc(NS(=O)(=O)c3ccc(Cl)cc3)ccc2O1	0	-1	-21	1	-4	-4	3	nt
OC[C@H]1[C@H](c2ccc(Br)cc2)[C@@H]2CN(Cc3cncnc3)CCCCN12	-5	0	-5	1	1	2	-1	0.2
Cn1cc([N+](=O)[O-])c(C(=O)Nc2ccc3nc(-c4ccccc4)[nH]c3c2)n1	4	1	5	?	2	3	5	nt
Cc1ccc(-c2c3c(=O)n(C)c(=O)n(C)c3cn2Cc2cccnc2)cc1	-5	nt	nt	2	nt	-1	-7	nt
O=C(O)c1ccc(/C=N/Nc2ccc(F)cc2F)cc1	-3	5	-2	37	0	10	-1	nt
O=C(O)C[C@H]1C[C@H]2c3cc(NC(=O)c4ccc5c(c4)OCO5)ccc3O[C@H]2[C@H](CO)O1	0	1	-8	-1	-11	4	6	0.0
CO[C@H]1CN(C)C(=O)c2cc(NC(=O)C3CC3)ccc2OC[C@@H](C)N(Cc2ccc(F)cc2)C[C@H]1C	2	3	0	0	7	3	-11	0.2
COc1cccc(NC(=O)CCC2CCN(C(=O)c3cncs3)CC2)c1	6	-2	-10	-12	8	-14	-4	2.7
C[C@@H]1CN([C@@H](C)CO)C(=O)CCCn2cc(nn2)CO[C@@H]1CN(C)C(=O)Nc1cccc(Oc2ccccn2)c1	-2	-2	8	-3	0	19	-2	-0.2
COc1ccc(SC[C@H](C)CN2CC[C@H](NC(=O)OCc3ccccc3)CCC2=O)cc1	4	1	-7	-5	-4	4	nt	0.0
COc1ccc(S(=O)(=O)N2CCN(CC(=O)Nc3cc(Cl)ccc3Cl)CC2)cc1	-3	3	-12	-6	-17	3	-7	nt
Cc1ccc(NC(=O)c2ccc(Cl)c(S(=O)(=O)Nc3c(C)n(C)n(-c4ccccc4)c3=O)c2)cc1Cl	2	0	-8	nt	-13	-1	0	0.0
O=c1[nH]c(=S)n(-c2ccc(Br)cc2)c2ncccc12	nt	-1	0	nt	4	nt	-1	0.0
Cc1cccc(C(C(=O)NC2CCCC2)N(C(=O)c2csnn2)C2CC2)c1 (centres undefined)	1	-1	-3	4	1	-9	-6	nt
CC1(C)C/C(=N\O)C(C(O)c2cccc([N+](=O)[O-])c2)C(C)(C)N1 (centres undefined)	-3	-2	-13	nt	-6	-9	2	1.3
O=c1c2ccccc2nnn1CSc1nc2sc3c(c2c(=O)n1CC1CCCO1)CCC3 (centres undefined)	3	nt	nt	1	nt	6	3	nt
CN(C(=O)COC(=O)c1cccc(S(=O)(=O)N2CCCCCC2)c1)c1ccccc1	-2	6	-7	3	6	0	nt	-0.3
CCCN(C(=O)CSc1nnnn1C)c1c(N)n(Cc2ccccc2)c(=O)[nH]c1=O	nt	-3	-20	nt	2	nt	22	3.0
CCC(C)(C)n1nnnc1C(c1cccc(C#N)c1)N1CCN(c2cccc(C)c2C)CC1 (centres undefined)	1	nt	nt	-2	nt	-1	-6	nt
COc1ccc(Br)cc1CN1CCN(C(=O)c2ccco2)CC1	-3	-1	-5	-10	-1	-3	5	-0.1
O=C(c1cc(S(=O)(=O)N2CCOCC2)c(Cl)cc1Cl)N1CCCC1	1	2	-6	nt	-5	-4	-6	nt
Cc1ccc(Nc2cc(C)nc3nc(C)nn23)cc1	0	0	-8	1	3	13	4	0.2
CC1CC(=O)Nc2cc([N+](=O)[O-])ccc2N1 (centres undefined)	nt	8	5	3	2	nt	-7	0.0
C[C@H](CO)N1C[C@H](C)[C@H](CN(C)C(=O)Nc2ccccc2)Oc2ccc(NS(=O)(=O)c3cn(C)cn3)cc2CC1=O	2	0	-12	-1	-18	-3	0	0.8
Cc1cc(C)c2cc(C(=O)Nc3ccc4c(c3)OCO4)[nH]c2c1	nt	-2	-9	nt	2	nt	nt	-0.1
O=C(NCC[C@@H]1CC[C@H](NC(=O)C2CC2)[C@H](CO)O1)c1ccc(F)cc1	0	-2	-4	3	0	-2	6	-0.5
C1CCc2c(nc3nnnn3c2NCC2CC2)C1	-3	0	-15	nt	3	4	-10	0.0
COc1ccc(Cc2nnc(SCC(=O)Nc3ncc(C)s3)o2)cc1	2	nt	nt	9	nt	12	1	nt
Cc1ccccc1S(=O)(=O)Cc1ccc(C(=O)NCc2ccc(F)cc2)o1	5	-1	-14	nt	-3	-9	-2	1.9
CCCCC(=O)NC(=S)Nc1ccc(NC(=O)C(C)C)c(OC)c1	3	4	-10	nt	6	-17	-2	4.6
Cc1ccc(OCC(=O)Oc2ccc(C)c(C)c2)cc1	-3	1	-9	7	3	-6	-5	-0.1
CCN1C(=O)[C@H]2[C@@H](c3ccc(SC4CCCCC4)cc3)N3CCCC[C@@]3(C(=O)OC)[C@H]2C1=O	-3	-3	-7	-1	2	1	19	0.3
COc1ccccc1CCNC(=O)C(=O)NCC1CCCN1S(=O)(=O)c1ccccc1 (centres undefined)	-3	-7	-83	10	-1	-11	-4	1.4
CNC(=O)C[C@@H]1CC[C@H]2[C@@H](COc3ccc(NC(=O)c4ccc(OC)cc4)cc3C(=O)N2C)O1	1	0	15	4	5	-6	-4	-0.1
Cn1cc(CN2CCC(n3nccc3NC(=O)c3ccccc3Cl)CC2)cn1	-1	-5	-11	-1	-3	-7	-3	-0.6
Cc1cccc(NC(=O)CSc2nnc(C)c(C)n2)c1	-1	0	-17	1	4	16	4	nt
Cc1cc(C(=O)NC(Cc2ccccc2)C(=O)O)c(C)o1 (centres undefined)	3	4	-12	-3	-4	7	0	0.0
CN(C)C(=O)c1cccc(-c2ccc3c(c2)[C@@H]2[C@@H](CCN2C(=O)C2CCCC2)[C@@H](CO)N3)c1	nt	1	-12	nt	3	nt	nt	0.1
O=C(NC1CCCC1)C(c1ccccc1)N(C(=O)c1csnn1)C1CCCC1 (centres undefined)	-4	-1	-14	3	0	0	-2	nt
C[C@H](CO)N1C[C@H](C)[C@@H](CN(C)Cc2ccc(Cl)c(Cl)c2)OCCCC[C@H](C)Oc2ccc(NC(=O)NC3CCCCC3)cc2C1=O	-1	0	-54	-2	3	0	-8	0.5
COc1ccc2c(c1)sc(N)[n+]2Cc1cc(C)cc2cccnc12	-6	1	17	-12	-7	16	nt	-0.3
Cc1cc(C(F)(F)F)c2sc(N)nc2n1	-3	nt	nt	-8	nt	-1	2	nt
COc1cc(NC(=O)c2cc(Cl)ccc2Cl)ccc1-c1cc2ccccc2oc1=O	3	nt	nt	1	nt	5	-10	nt
CC1CCCN(CCOCCOc2ccccc2-c2ccccc2)C1 (centres undefined)	3	-1	-3	-4	-1	3	0	nt
Cn1nccc1C(=O)NC1CCCc2c1cnn2-c1ccccc1F (centres undefined)	-2	1	-6	-11	0	4	-8	nt
(further entries)
SMILES	PglD DTNB	Casp6 inh	RAD52 inh	esBAF inh	ERp5 inh	RAD54 inh	ARNT-TACC3 inh	E-selectin induc
COc1ccc(-c2nc(N/N=C(\C)c3ccc(O)cc3)c3ccccc3n2)cc1	nt	-1	-18	39	-2	nt	6	6.8
O=C(C1CCC1)N1C[C@H]2[C@@H](c3ccccc31)[C@@H](CO)N2C(=O)Nc1cccc(F)c1	-2	4	-1	-2	0	-13	14	0.1
O=C(CCC(=O)N1CCN(S(=O)(=O)c2ccc(Cl)cc2)CC1)Nc1ccc(Cl)cc1Cl	6	-3	-12	-3	0	-6	-32	nt
Cn1cc(CNC(=O)/C=C/c2ccc(Cl)cc2)cn1	nt	-1	-23	nt	2	nt	-3	nt
COc1ccc(/C=N/Nc2nonc2N)cc1	4	nt	nt	14	nt	-5	3	nt

2 of these compounds in a different format.
Values in the order – PglD DTNB, Casp6 inh, RAD52 inh, esBAF inh, ERp5 inh, RAD54 inh, ARNT-TACC3 inh, E-selectin induc
- O=C(C1CCC1)N1C[C@H]2[C@@H](c3ccccc31)[C@@H](CO)N2C(=O)Nc1cccc(F)c1
 : -2, 4, -1, -2, 0, -13, 14, 0.1
- O=C(CCC(=O)N1CCN(S(=O)(=O)c2ccc(Cl)cc2)CC1)Nc1ccc(Cl)cc1Cl
 : 6, -3, -12, -3, 0, -6, -32, nt

Among those listed so far, these contain fluorine:
SMILES	PglD DTNB	Casp6 inh	RAD52 inh	esBAF inh	ERp5 inh	RAD54 inh	ARNT-TACC3 inh	E-selectin induc
CC(=O)Nc1ccc(S(=O)(=O)N(CC(=O)Nc2cc(C)on2)Cc2ccc(F)cc2)cc1	nt	1	-1	nt	0	nt	-3	1.1
O=C(O)c1ccc(/C=N/Nc2ccc(F)cc2F)cc1	-3	5	-2	37	0	10	-1	nt
CO[C@H]1CN(C)C(=O)c2cc(NC(=O)C3CC3)ccc2OC[C@@H](C)N(Cc2ccc(F)cc2)C[C@H]1C	2	3	0	0	7	3	-11	0.2
O=C(NCC[C@@H]1CC[C@H](NC(=O)C2CC2)[C@H](CO)O1)c1ccc(F)cc1	0	-2	-4	3	0	-2	6	-0.5
Cc1ccccc1S(=O)(=O)Cc1ccc(C(=O)NCc2ccc(F)cc2)o1	5	-1	-14	nt	-3	-9	-2	1.9
Cc1cc(C(F)(F)F)c2sc(N)nc2n1	-3	nt	nt	-8	nt	-1	2	nt
Cn1nccc1C(=O)NC1CCCc2c1cnn2-c1ccccc1F (centres undefined)	-2	1	-6	-11	0	4	-8	nt
O=C(C1CCC1)N1C[C@H]2[C@@H](c3ccccc31)[C@@H](CO)N2C(=O)Nc1cccc(F)c1	-2	4	-1	-2	0	-13	14	0.1
